Screening data as filed in PubChem.
IMPase Li inh – qHTS Assay for Identifying the Cell-Membrane Permeable IMPase Inhibitors: Potentiation with Lithium | 210,000 tested, 0.35% active | CHO-M1 cells, IP1 TR-FRET (IP-One), carbachol + lithium | AID 1457, 2008 | Potency, µM (series often up to 59.4 µM), for the others: top-dose activity, negative = IMPase inhibition, most hits filed as inhibitors;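 further: IP1 builds up when IMPase is blocked and the TR-FRET signal falls; potency means the concentration at half of the fitted maximal effect; plate controls were basal vehicle for no effect and high inhibitor control for full effect; nearly all actives have a fitted effect of over 50% in size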
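Lithium-sensitised IP1 accumulation assay; M1-expressing CHO cells treated 30 min at 37C with compound. Competitive antibody detection by time-resolved FRET followed a 10 min room-temperature lysis step.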
Epigenetic reg – Quantitative High-Throughput Screen for Regulators of Epigenetic Control. murine LDR cells, GFP reporter derepression, 30 h. Potency, µM (doses to about 53.9 µM), without a hit: at the highest dose GFP activation, most hits filed as activators. 280,000 tested, 0.2% active; further: potency means the concentration at half of the fitted maximal effect; % of control where 0% means no effect; nearly all actives have a fitted effect of over 60% in size
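Murine LDR cells carrying a silenced, genomically integrated CMV-driven GFP reporter were exposed to compound for 30 hours at 37 C. After PBS washes, GFP-positive cells (20–120 um objects) were counted by laser-scanning microplate cytometry.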
Lamin A splicing – qHTS Assay for Modulators of Lamin A Splicing. HeLa LMNA splicing GFP/RFP minigene ratio, 48 h. AID 1487, 2009. 200,000 tested, 0.01% active. Potency, µM (doses to about 46.1 µM), for the others: at the highest dose ratio change, negative = inhibition, usual class: inhibitors; active means well fitted inhibition curve with a large enough effect in the signal ratio, with a control signal flat, not every such curve was filed as active; inconclusive means small, poorly fitted or top-dose-only effect, or effect the other way, or a change in a side signal; the % refers to the signal ratio; further: potency means the concentration at half of the fitted maximal effect; on the % scale 0 is the no-effect control and ±100 the full control effect
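S3 HeLa cells stably expressing lamin A-EGFP splicing minigene plus DsRed2, 600 cells/well, 48 h compound exposure at 37C. Laser-scanning cytometry; analysed as GFP (500-530 nm)/RFP (575-640 nm) total intensity ratio; 0.5% DMSO vehicle.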
CBFb RUNX1 block – qHTS Assay for Compounds Blocking the Interaction Between CBF-beta and RUNX1 for the Treatment of Acute Myeloid Leukemia; Potency, µM (doses to about 59.8 µM), for the others: at the top dose activity, negative = inhibition, hits mostly inhibitors; AID 1477, 2009; Runt-related transcription factor 1 (Homo sapiens) + Core-binding factor subunit beta …; AlphaScreen CBFb-His/RUNX1-biotin binding, biochemical; 230,000 tested, under 10 active; further: % of control where 0% means no effect
Target sequence (Q01196 whole entry, looked up): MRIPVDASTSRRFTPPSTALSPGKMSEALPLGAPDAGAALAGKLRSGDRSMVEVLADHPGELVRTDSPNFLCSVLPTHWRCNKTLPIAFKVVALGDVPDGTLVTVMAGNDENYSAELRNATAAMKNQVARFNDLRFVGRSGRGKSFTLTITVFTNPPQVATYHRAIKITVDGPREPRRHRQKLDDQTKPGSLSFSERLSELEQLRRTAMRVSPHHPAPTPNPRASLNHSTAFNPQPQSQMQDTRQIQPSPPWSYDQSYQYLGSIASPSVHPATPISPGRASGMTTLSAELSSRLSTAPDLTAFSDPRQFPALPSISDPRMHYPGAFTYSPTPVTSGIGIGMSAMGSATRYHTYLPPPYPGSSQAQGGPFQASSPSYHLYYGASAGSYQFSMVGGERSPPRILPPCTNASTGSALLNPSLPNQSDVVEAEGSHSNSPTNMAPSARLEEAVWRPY
Target sequence (Q13951 whole entry, looked up): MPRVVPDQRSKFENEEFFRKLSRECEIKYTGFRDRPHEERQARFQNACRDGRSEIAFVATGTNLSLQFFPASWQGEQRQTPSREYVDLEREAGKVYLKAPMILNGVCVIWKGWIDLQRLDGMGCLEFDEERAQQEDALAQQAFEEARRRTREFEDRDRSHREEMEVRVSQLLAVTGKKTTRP
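CBF-beta (His) and RUNX1 (biotin), 30 nM each; 20 min preassociation; + compound, 15 min; + beads 50 ng each (Ni, streptavidin), 90 min; RT; AlphaScreen read.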
KinaseGlo FLuc – Counterscreen for Luciferase (Kinase-Glo TM) Inhibition | Luciferin 4-monooxygenase (Photuris pensylvanica), Q27757 | 200,000 tested, 0.28% active | Potency, µM (doses to about 38.3 µM), inactives show at the top dose activity change, negative = inhibition, usual class: inhibitors | Kinase-Glo luciferase, ATP luminescence, 8 min; further: potency means the concentration at half of the fitted maximal effect; on the % scale 0 is the no-effect control and ±100 the full control effect; nearly all actives have a fitted effect of over 60% in size
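Kinase-Glo luciferase light output from ATP and luciferin was measured with 10 uM ATP, within the enzyme's linear range. Buffer: 50 mM imidazole pH 7.2, 50 mM KCl, 7 mM MgCl2, 0.01% Tween 20, 0.05% BSA; luminescence read after 8 min at ambient temperature.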
HttQ103 aggreg – qHTS Multiplex Assay to Identify Dual Action Probes in a Cell Model of Huntington: Aggregate Formation (GFP). AID 1688, 2009. Potency, µM (doses to about 46.1 µM), for the others: at the highest dose activity change, negative = inhibition, most hits filed as inhibitors. 220,000 tested, 1.1% active. PC12 HttQ103-GFP aggregates, Acumen cytometry, 40 h; further: potency means the concentration at half of the fitted maximal effect; on the % scale 0 is the no-effect control and ±100 the full control effect; nearly all actives have a fitted effect of over 60% in size
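Inducible Q103 Huntingtin exon 1–GFP PC12 line, 1500 cells/well in phenol red free DMEM with 5% equine and 5% calf serum. Tebufenozide 100 nM induced expression; compounds titrated; aggregates quantified by cytometry.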
NPSR antagonist – qHTS Assay for Antagonists of the Neuropeptide S Receptor: cAMP Signal Transduction; Potency, µM (titrated, usually from 38.3 µM), inactives show top-dose activity change, negative = inhibition, most hits filed as inhibitors; AID 1461, 2008; 220,000 tested, 1% active; CHO-NPSR cells, cAMP TR-FRET, antagonist mode; further: potency means the concentration at half of the fitted maximal effect; on the % scale 0 is the no-effect control and ±100 the full control effect; nearly all actives have a fitted effect of over 50% in size; many of its hits are not listed in these tables
Target sequence (Q6W5P4 whole entry, looked up): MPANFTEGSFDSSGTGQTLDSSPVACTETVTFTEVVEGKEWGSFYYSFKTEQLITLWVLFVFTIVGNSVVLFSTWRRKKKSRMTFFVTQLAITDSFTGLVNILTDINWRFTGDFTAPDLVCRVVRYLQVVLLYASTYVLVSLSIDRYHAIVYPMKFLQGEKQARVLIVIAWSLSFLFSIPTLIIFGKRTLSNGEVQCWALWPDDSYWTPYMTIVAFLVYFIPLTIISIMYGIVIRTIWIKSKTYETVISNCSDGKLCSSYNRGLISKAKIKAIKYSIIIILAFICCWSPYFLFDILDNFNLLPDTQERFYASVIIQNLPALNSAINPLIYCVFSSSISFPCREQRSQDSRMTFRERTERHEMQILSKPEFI
Active calls of the source: *; ? = inconclusive; / = not tested or not shown; [ ] = another dose, or the depositor's remark. Unless noted, the call rests on the fitted dose curve; in most records, active means well fitted curve in the direction sought with a large enough effect; inconclusive means small, poorly fitted or top-dose-only effect, or another doubt; inactive means no such curve, though single readings can be large; an effect the other way counts as inactive or inconclusive. A portion of the library (hit frequency here may not be typical).

Order of results – IMPase Li inh, Epigenetic reg, Lamin A splicing, CBFb RUNX1 block, KinaseGlo FLuc, HttQ103 aggreg, NPSR antagonist
CCn1c2ccccc2c2cc(NC(=O)CNCC3CCCO3)ccc21 (configuration not stated)
  -16%, 0.2%, /, 5%, 0%, -10%, -16%
C/C(N)=C(/C#N)C(=O)CSc1nnc(Nc2cccc(C)c2C)s1
  -2%[38.3 µM], -1.0%, -9%, -4%, 6%, -15%, -13%[46.1 µM]
NS(=O)(=O)c1ccc(CCNC(=O)c2cc(-c3ccccn3)nc3ccc(Br)cc23)cc1
  11µM*, 6.2%, /, 0%, /, -21%, 10µM*
O=C(NN=C1CCCCCCCCCCC1)c1ccccc1F
  6%, -0.9%, -5%, 0%, 3%, -22%, -17%
O=C(NC(=S)Nc1ccccc1O)c1ccc(Cl)cc1Cl
  4%, 2.0%, -17%[46 µM], -9%, -1%, 1%[9.22 µM], -21%
Cc1ccc2nc(Cl)c(C3CC(c4cccs4)=NN3C(=O)CCC(=O)O)cc2c1 (configuration not stated)
  10%, -0.1%, ?, 7%, 4%, 12%, -19%
Cn1cc(SCC(=O)O)c2ccccc21
  0%[38.3 µM], -2.4%, 7%, 1%, 0%, -10%[9.22 µM], -8%[46.1 µM]
CCCCn1c(=O)c(CCC(=O)OCC(=O)NCc2ccc(OC)c(OC)c2)nc2ccccc21
  17%, 0.5%, -16%[46 µM], 4%, 2%, 19%, -3%
COc1ccccc1NCC(=O)n1nc(C)cc1C
  10%, -0.3%, 13%[46 µM], 2%, -5%, 13%[9.22 µM], -6%
NC(=O)CSc1nnnn1-c1ccccc1Cl
  7%, -0.3%, 19%[46 µM], 9%, 1%, -1%, 11%
FC(F)(F)c1cc(-c2ccccc2)nc(-n2cc(Cl)cn2)n1
  19%, 0.0%, /, 13%, 0%, -18%, -38%
CC(C)C(OC(=O)c1ccco1)C(=O)NCc1ccco1 (configuration not stated)
  -3%[38.3 µM], -0.7%, 2%, 0%, 0%, 8%, -19%[46.1 µM]
COC(=O)C(CC(C)C)NC(=O)CNC(=O)c1ccccc1C (configuration not stated)
  22%[38.3 µM], 2.9%, 5%, 6%, -4%, 7%, -14%[46.1 µM]
COc1ccc(NC(=O)/C(=C/c2cccs2)NC(=O)c2ccco2)cc1
  /, 2.0%, /, 5%, /, -22%[9.22 µM], 12%
COc1ccc(NC(=O)CSc2c3c(nc4ccccc24)CCCC3)c(OC)c1
  4%, -1.6%, ?, 16%, 2%, 13%, -19%
Cc1sc(NC(=O)c2ccccc2)c(C(c2ccc(Cl)cc2)N2CCN(CCO)CC2)c1C (configuration not stated)
  15%, 0.0%, ?, 4%, 1%, -1%, ?
CCCNC(=S)Nc1ccc2nc(-c3ccccn3)c(-c3ccccn3)nc2c1
  -6%[38.3 µM], -1.1%, 12%, 1%, -2%, 12%, -9%[46.1 µM]
O=C(CN1CCN(Cc2ccccc2F)C1=O)NCCc1ccc(Cl)cc1
  2%[38.3 µM], -0.9%, -1%, 2%, 1%, -8%, -4%[46.1 µM]
N#C/C(=N\Nc1ccccc1)C(=N)N1CCOCC1
  8%, 0.0%, -4%, 2%, 6%, -10%, -14%
O=S(=O)(c1cccc(-c2nnc(SC(F)F)n2-c2ccccc2)c1)N1CCCCC1
  2%[38.3 µM], -1.4%, ?, -1%, -2%, -13%, ?
NC(=O)C1CCN(C(=O)C2CCN(S(=O)(=O)c3ccccc3)CC2)CC1
  -2%[38.3 µM], -2.4%, -2%, 6%, -1%, -1%, -4%[46.1 µM]
Cc1ccc(NC(=O)C2CCCN2S(=O)(=O)c2ccc(F)cc2)c(C)c1 (configuration not stated)
  0%[38.3 µM], 9.5%, -20%, 12%, 1%, 0%, -10%[46.1 µM]
COc1ccc(C(=O)NCCc2nnc3ccc(SCC(=O)Nc4cc(C)on4)nn23)cc1
  -11%, -3.3%, 12%[9.22 µM], 13%, 1%, 3%, 8%
O=C(NCc1ccccc1Cl)c1csc2c1CCCCC2
  34%[activator][38.3 µM], -1.0%, 13%, ?, -8%, 5%, -4%[46.1 µM]
N#Cc1ccc(-c2ccc(OCC(O)Cn3nnc4ccccc43)cc2)cc1 (configuration not stated)
  -6%[38.3 µM], -1.1%, 1%, -3%, 2%, 6%, -18%[46.1 µM]
COc1cccc(-n2c(SCc3cc(=O)oc4cc(O)c(O)cc34)nc3ccccc3c2=O)c1
  3%, -1.5%, -15%, /, 2%, 27%, -15%
COc1ccc2c(-c3ccccc3)cc(N3CCOCC3)nc2c1
  25%[38.3 µM], 0.0%, 10%, ?, 1%, 18%, -29%[46.1 µM]
O=C(Nc1ccccc1)N(CCc1nc2ccccc2[nH]1)C1CCCC1
  1%[38.3 µM], 8.1%, 7%, 2%, -5%, -14%, -17%[46.1 µM]
COc1ccc(N/C=C/C(=C(C#N)C#N)N(C)C)cc1
  -3%, 1.1%, /, 2%, /, -14%[9.22 µM], -16%
Cc1ccc(N)c(C(O)(C(F)(F)F)C(F)(F)F)c1
  1%[38.3 µM], 1.6%, -1%, -1%, 16%, -6%, -4%[46.1 µM]
CC(=O)c1c(C)nn(-c2ccccc2)c1C
  /, 0.0%, /, 1%, /, -1%[9.22 µM], -7%[7.67 µM]
O=[N+]([O-])c1ccc(-c2ccc(/C=N/c3c(-c4ccco4)nc4ccccn34)o2)cc1
  24%[38.3 µM], 0.0%, -8%, -19%, -8%, 8%, ?
Cc1ccc(C2CC(=O)C(C=NCCN3CCN(C(=S)Nc4ccccc4)CC3)=C(O)C2)cc1 (configuration not stated)
  14%, -4.2%, ?, 1%, -1%, -7%, -19%
O=C(O)/C(=C\c1ccccc1)c1ccccc1
  -4%, -1.0%, /, 11%, -4%[7.66 µM], -8%[9.22 µM], 5%
Fc1ccc(-c2cc(C(F)(F)F)nc(N3CCCCC3)n2)cc1
  3%[38.3 µM], -0.3%, 9%, 0%, -3%, 13%, -8%[46.1 µM]
CCN(CC)S(=O)(=O)c1ccc(C(=O)Nc2ncn(Cc3ccccc3)n2)cc1
  -6%[38.3 µM], -1.4%, 12%, 6%, -2%, 20%, 6%[46.1 µM]
COc1ccccc1NC(=O)CSc1ncn(-c2ccccc2)n1
  53%[activator][38.3 µM], -0.8%, 13%, -2%, 1%, -3%, -17%[46.1 µM]
CCn1ccnc1C(O)c1cccc(OC)c1 (configuration not stated)
  /, -7.2%, 5%, 10%, /, 0%, 2%[46.1 µM]
N#Cc1c(C#N)c(-c2ccccc2)n(-c2ccc(C(=O)O)cc2)c1N
  18%[38.3 µM], -2.1%, 3%, -3%, -1%, 11%, 6%[46.1 µM]
Cc1nc2sccc2c(=O)n1-c1cccc(Cl)c1
  -2%[38.3 µM], -0.9%, 7%, -1%, -7%, 2%, -6%[46.1 µM]
CC1CCCCN1C(=O)Cn1c(=O)oc2ccccc21 (configuration not stated)
  -3%[38.3 µM], -1.1%, 6%, 4%, 0%, 3%, -6%[46.1 µM]
COc1cccc(-n2cn[nH]c2=S)c1
  4%, 0.2%, ?, 0%, -1%, 10%, 9%
Cn1c(SCC(=O)c2c(N)n(C)c(=O)n(C)c2=O)nnc1-c1ccccc1
  -10%, 1.1%, -2%, -2%, -2%, -7%, 19%
COc1ccc2c(c1)CCc1c(C(=O)Nc3c(C)n(C)n(-c4ccccc4)c3=O)noc1-2
  -2%[38.3 µM], -1.0%, 0%, -1%, 5%, -4%, -13%[46.1 µM]
CC1=C(C(=O)OCC(C)C)C(c2ccc(F)cc2)NC(=O)N1 (configuration not stated)
  -36%[38.3 µM], -0.3%, ?, 3%, -8%, -10%, 12%[46.1 µM]
Cc1cc(C)n(CC(=O)NCc2cc(-c3nn(C)c(=O)c4ccccc34)ccc2C)n1
  6%[38.3 µM], -0.3%, ?, 2%, -1%, 10%, -16%[46.1 µM]
COc1cc(/C=N/NC(=O)c2ccccc2)ccc1O
  8%, -1.6%, /, 5%, -3%, 9%, 0%
CC(=O)c1cccc(NS(=O)(=O)c2ccc3c(c2)oc(=O)n3C)c1
  47%[activator][38.3 µM], 1.8%, ?, -2%, -1%, -16%, -2%[46.1 µM]
CCOC(=O)C1C(=O)CC(C)(O)C(C(=O)OCC)C1c1ccc(F)cc1 (configuration not stated)
  25%[38.3 µM], -1.0%, 3%, 3%, -2%, 3%, -8%[46.1 µM]
CCOC(=O)C1=C(CC)OC(N)=C(C#N)C1c1cccs1 (configuration not stated)
  10%[38.3 µM], -1.7%, -4%, 10%, -1%, 11%, 11%[46.1 µM]
N#Cc1c(N)nc(Sc2ccc(Cl)cc2)c(C#N)c1-c1ccccc1Cl
  /, 0.0%, /, 3%, /, -2%[9.22 µM], 10%[7.67 µM]
CCOC(=O)N1CCN(Cc2c(NC(=O)c3ccco3)sc(C)c2C)CC1
  8%, -0.2%, /, 4%, -1%, -22%, -6%
O=C(COC(=O)Cn1cnc2ccccc2c1=O)Nc1ccc(Cl)cc1
  /, 0.0%, -13%, 4%, /, 1%, -26%[46.1 µM]
Cc1ccc(NC(=S)NC2CC3CCCC(C2)N3Cc2ccco2)cc1 (configuration not stated)
  14%, -7.3%, /, 8%, 3%, 1%[9.22 µM], -6%
CCN(CC)S(=O)(=O)c1ccc(Cl)c(NC(=O)c2ccncc2)c1
  1%, 1.0%, /, 7%, 4%, -14%[9.22 µM], 4%
Cc1ccc(-c2nc3ncccn3c2Nc2ccc3c(c2)OCO3)o1
  35%[activator], -1.0%, -3%, -8%, -2%, 7%, -16%
